A350 autofl – compound fluoresces in the Alexa 350 spectral region; max dye-equivalent concentration, M; Compound autofluorescence, 340/450 nm, Alexa 350 dye-equivalents; stronger effect = higher value; actives 11% (n = 59,000); in the data active = max dye-equivalent concentration above about 10 nM; inconclusive = mostly about 1.1 nM to 9.6 nM
Rhodamine autofl – compound autofluorescence in rhodamine spectral region | AID 594 | Rhodamine-region fluorescence, 547/598 nm, Tris buffer; stronger effect = higher value | actives 0.05% (n = 59,000) | max dye-equivalent concentration, M; in the data active = max dye-equivalent concentration above about 11 nM; inconclusive = between about 1.1 nM and that limit
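qHTS spectral profiling of compounds without any target or enzyme present, in pH 8.0 Tris buffer; plates were read after a 15-minute room-temperature incubation using the rhodamine-region filter set.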
Tau filament bind – binds recombinant human tau filaments; P10636; recombinant tau filaments, thioflavin S fluorescence, 15 h; filaments grown with octadecylsulfate alongside compound; Potency, µM (titrated, usually from 57.1 µM), without a hit: at the highest dose activity change, negative = inhibition; actives 2% (n = 71,000);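 also: potency is read from the fitted curve at half-maximal effect; % is scaled to controls: 0 for no effect and ±100 for the full control effect; actives lower thioflavin S fluorescence by blocking filaments or displacing dye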
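Recombinant tau protein (human, 1 uM final) plus 30 uM ODS in HEPES pH 7.4 with NaCl, DTT and thioflavine S. Compound present from the start; fluorescence at 510 nm after 15 h, 37 C.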
TexasRed autofl – compound fluoresces in the Texas Red spectral region. Compound fluorescence, Texas Red channel, 547/618 nm; stronger effect = higher value. AID 587. actives 0.06% (n = 59,000). max dye-equivalent concentration, M; in the data active = max dye-equivalent concentration above about 10 nM; inconclusive = between about 1.1 nM and that limit
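Compound fluorescence was read after 15 min at room temperature in 100 mM Tris, pH 8.0, using 547 nm excitation and 618 nm emission across a concentration series. It was expressed as Texas Red dye-equivalent concentration from an on-plate standard curve.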
Casp7 inh – caspase-7 (human) inhibition, allosteric or competitive; P55210; recombinant caspase-7, Ac-DEVD-AFC fluorescence rate; Potency, µM (titrated, usually from 57.5 µM), for inactives: at the highest dose activity change, negative = inhibition, most hits filed as inhibitors; AID 889; actives 0.02% (n = 75,000); active = well fitted inhibition curve with a large enough effect in the main read-out, with a control signal flat, not every such curve was filed as active; inconclusive = small, poorly fitted or top-dose-only effect, or a change in a side signal; also: potency is read from the fitted curve at half-maximal effect; % of control where 0% means no effect
Casp1 inh – allosteric or competitive inhibitors of human caspase-1 | P29466 | Caspase-1 enzyme, Ac-WEHD-AFC fluorogenic rate | Potency, µM (series often up to 57.5 µM), without a hit: top-dose activity change, negative = inhibition, hits mostly inhibitors | actives 0.03% (n = 75,000) | AID 900;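 also: potency is read from the fitted curve at half-maximal effect; plate controls were vehicle for no effect and no substrate for full effect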
Target sequence (P29466 120-297 limits assumed): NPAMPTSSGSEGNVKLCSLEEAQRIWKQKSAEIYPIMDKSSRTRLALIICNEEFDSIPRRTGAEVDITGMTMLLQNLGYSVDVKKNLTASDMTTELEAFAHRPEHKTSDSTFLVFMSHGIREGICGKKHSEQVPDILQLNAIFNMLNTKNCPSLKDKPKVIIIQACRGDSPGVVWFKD
Target sequence (P29466 317-404 limits assumed): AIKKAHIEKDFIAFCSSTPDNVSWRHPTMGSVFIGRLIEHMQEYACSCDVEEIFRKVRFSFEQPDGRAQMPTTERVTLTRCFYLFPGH
FLuc inh – inhibitors of firefly luciferase; actives 2.2% (n = 72,000); purified firefly luciferase, luminescence, 8 min; Potency, µM (top dose mostly 57.1 µM), for the others: at the highest dose activity change, negative = inhibition, actives largely listed as inhibitors; AID 411; P08659; also: potency is read from the fitted curve at half-maximal effect; % is scaled to controls: 0 for no effect and ±100 for the full control effect; nearly all actives have a fitted effect of over 40% in size
Target sequence (P08659 whole entry, looked up): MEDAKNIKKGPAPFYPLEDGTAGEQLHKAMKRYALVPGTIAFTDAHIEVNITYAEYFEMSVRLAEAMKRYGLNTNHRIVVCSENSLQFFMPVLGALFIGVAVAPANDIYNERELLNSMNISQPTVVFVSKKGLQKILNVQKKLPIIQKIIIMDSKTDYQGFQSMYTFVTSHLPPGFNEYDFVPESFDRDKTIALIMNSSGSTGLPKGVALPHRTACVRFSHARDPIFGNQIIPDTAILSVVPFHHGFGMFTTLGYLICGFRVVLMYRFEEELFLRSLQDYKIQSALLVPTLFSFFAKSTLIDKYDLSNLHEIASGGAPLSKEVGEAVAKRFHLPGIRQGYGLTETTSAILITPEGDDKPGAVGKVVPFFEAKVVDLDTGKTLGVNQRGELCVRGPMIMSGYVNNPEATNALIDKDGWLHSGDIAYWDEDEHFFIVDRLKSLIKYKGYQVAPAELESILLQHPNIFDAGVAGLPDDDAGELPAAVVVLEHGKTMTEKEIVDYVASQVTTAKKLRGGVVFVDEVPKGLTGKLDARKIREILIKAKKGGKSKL
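Substrate buffer containing 10 uM ATP (pH 7.2 imidazole, Mg2+, KCl, detergent, BSA) is dispensed, compound pinned in, then luciferase/luciferin detector mix added. After 8 min at ambient temperature, light output is measured.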
Fluorescein autfl – fluorescein region autofluorescence. Compound autofluorescence, 480/540 nm, fluorescein-equivalent; stronger effect = higher value. actives 0.91% (n = 59,000). max fluorescein-equivalent concentration, M; in the data active = max fluorescein-equivalent concentration above about 10 nM; inconclusive = between about 1.1 nM and that limit
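Spectral profiling of library compounds in the fluorescein window (480 nm excitation, 540 nm emission) after 15 min at room temperature in pH 8.0 Tris (100 mM). Values are dye-equivalent concentrations.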
4-MU autofl – 4-MU region autofluorescence. AID 589. max dye-equivalent concentration, M. actives 11% (n = 59,000). compound autofluorescence, 340/450 nm, 4-MU equivalents; stronger effect = higher value; in the data active = max dye-equivalent concentration above about 10 nM; inconclusive = mostly about 1.1 nM to 9.6 nM
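Compounds in 100 mM Tris, pH 8.0, incubated 15 min at room temperature, then fluorescence read at 340 nm excitation/450 nm emission. Signal converted to 4-MU dye-equivalent concentration using an on-plate six-point 4-MU standard curve.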
HEK293 cAMP cs – raises cAMP in parental HEK293 cells, TSHR agonist counter-screen. parental HEK293 CNG cAMP sensor, membrane potential fluorescence. Potency, µM (doses to about 57.1 µM), for inactives: top-dose activation, actives largely listed as activators. actives 2.5% (n = 73,000). AID 938; also: potency is read from the fitted curve at half-maximal effect; % of control where 0% means no effect; nearly all actives have a fitted effect of over 55% in size
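Parental HEK 293 cells stably expressing a cAMP-gated CNG channel were loaded with membrane potential dye containing 100 uM RO 20-1724 for 60 min. Compound added for 30 min; depolarization read as fluorescence intensity at 590 nm.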
ERK AVP block – blocks ERK signaling stimulated by vasopressin | HEK293-V1b, vasopressin-stimulated pERK AlphaScreen | Potency, µM (doses to about 57.5 µM), for the others: at the highest dose activity, negative = inhibition, usual class: inhibitors | actives 0.99% (n = 72,000) | AID 995; also: potency is read from the fitted curve at half-maximal effect; % is scaled to controls: 0 for no effect and ±100 for the full control effect; nearly all actives have a fitted effect of over 55% in size
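HEK293 cells stably expressing V1b receptor, preincubated 30 min at 37 °C with compound, then stimulated 5 min with 25 nM vasopressin. Phospho-ERK by AlphaScreen SureFire after 5 h RT; normalized to DMSO and vasopressin; AC50 by Hill fit.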
* hit, by the source's call; i = inactive; ? = inconclusive; / = not tested or not shown; [ ] = remark or other dose. Unless noted, calls follow the shape of the dose curve; as a rule, active = well fitted curve in the direction sought with a large enough effect; inconclusive = small, poorly fitted or top-dose-only effect, or another doubt; inactive = no such curve, though single readings can be large; an effect the other way counts as inactive or inconclusive.

SMILES	A350 autofl	Rhodamine autofl	Tau filament bind	TexasRed autofl	Casp7 inh	Casp1 inh	FLuc inh	Fluorescein autfl	4-MU autofl	HEK293 cAMP cs	ERK AVP block
Cc1cc(-c2csc(N)n2)c(C)n1CCc1ccccc1	i	i	-12%	i	-28%	-15%	-5%	?	i	-15%	12%
CCN1CCCCC(=N/O)/C(=N/O)CCCC1	i	i	-7%[11.4 µM]	i	2%[11.5 µM]	3%[11.5 µM]	2%[11.4 µM]	i	i	24%[11.4 µM]	-3%[11.5 µM]
CC1CCN(C(=O)C2CCCN(S(C)(=O)=O)C2)CC1 (stereo not given)	i	i	9%	i	-1%	-3%	-3%	i	i	3%	26%
CCOC(=O)C(CCSC)NC(=O)CN (stereo not given)	i	i	-6%	i	0%	0%	0%	i	i	-2%	0%
COc1ccc(C2N(c3cccc(Cl)c3)C(=O)C3CCCN32)cc1 (stereo not given)	/	/	-21%	/	1%	-4%	1%	/	/	13%	11%
Cc1cc(C(=O)Nc2sc3c(c2C#N)CCCCC3)cs1	6.3e-08M*	i	20%	?	4%	-4%	16µM*	?	4.9e-08M*	0%	12%
COCc1nc2ccccc2n1Cc1ccccc1	i	i	-6%	?	1%	-1%	3%	i	i	29%	-22%
O=C(COC(=O)c1ccccc1Oc1ccccc1)NCc1ccco1	i	i	3%	i	-6%	-4%	-1%	?	i	?	?
C=C(C)C1CC=C(C)C(OC(C)=O)C1 (stereo not given)	/	/	8%	/	0%	-2%	/	/	/	-8%	8%
Clc1cccc(-c2nn3c(-c4cccc(Cl)c4)nnc3s2)c1	i	i	/	i	/	/	2%[25.5 µM]	i	i	/	/
CCOc1ccccc1Oc1c(C)oc2c(CN3CCN(CCO)CC3)c(O)ccc2c1=O	2e-06M*	i	2%	?	-9%	-11%	2%	?	1.4e-06M*	10%	-1%
O=C(NCc1ccccn1)c1ccc(/C=N/O)nc1	i	i	-8%	i	3%	-2%	0%	?	i	7%	-9%
CCCN(Cc1ccccc1)S(=O)(=O)c1ccc(N2C(=O)CCC2=O)cc1	i	i	-8%	i	2%	0%	1%	i	i	10%	-25%
COc1ccc(CCN2C(=O)C(O)=C(C(=O)c3ccco3)C2c2cccs2)cc1OC (stereo not given)	i	i	-15%	i	0%	-2%	0%	i	i	3%	-4%
O=C(CN1CCC(c2nc3ccccc3[nH]2)CC1)NCc1ccc2c(c1)OCO2	i	i	3%	i	-2%	-1%	-1%	i	i	4%	-7%
Cn1c(N)c(C(=O)COC(=O)CCC(=O)c2cccs2)c(=O)n(C)c1=O	?	i	1%	i	-1%	-4%	0%	i	?	0%	-11%
CS(=O)(=O)N1CCC[C@@]2(CCN(C(c3ccccc3)c3ccccc3)C2)C1	i	i	10%	i	-3%	-2%	1%[11.4 µM]	i	i	?	6%
CC(C)Cn1cc(C(=O)NCC2CCCO2)c2c3ccccc3n(C)c2c1=O (stereo not given)	3.1e-07M*	i	2%	i	1%	2%	-18%	i	2.7e-07M*	18%	-14%
CCc1cc2c(SCC(=O)c3cccs3)ncnc2s1	i	i	127%	?	-7%	-6%	0%	?	i	?	24%
CCOC(=O)C1CCN(C(=O)Nc2ccc(OC)c(OC)c2)CC1	i	i	-2%	i	-1%	2%	0%	i	i	-5%	-4%

Compound profiles, from the list above. Values in the order: A350 autofl, Rhodamine autofl, Tau filament bind, TexasRed autofl, Casp7 inh, Casp1 inh, FLuc inh, Fluorescein autfl, 4-MU autofl, HEK293 cAMP cs, ERK AVP block
`Clc1cccc(-c2nn3c(-c4cccc(Cl)c4)nnc3s2)c1` is entered as i, i, /, i, /, /, 2%[25.5 µM], i, i, /, /
`C=C(C)C1CC=C(C)C(OC(C)=O)C1` (stereo not given) is entered as /, /, 8%, /, 0%, -2%, /, /, /, -8%, 8%
`Cc1cc(C(=O)Nc2sc3c(c2C#N)CCCCC3)cs1` is entered as 6.3e-08M*, i, 20%, ?, 4%, -4%, 16µM*, ?, 4.9e-08M*, 0%, 12%
`O=C(NCc1ccccn1)c1ccc(/C=N/O)nc1` is entered as i, i, -8%, i, 3%, -2%, 0%, ?, i, 7%, -9%

The listing continues.
SMILES	A350 autofl	Rhodamine autofl	Tau filament bind	TexasRed autofl	Casp7 inh	Casp1 inh	FLuc inh	Fluorescein autfl	4-MU autofl	HEK293 cAMP cs	ERK AVP block
Cc1ccc(C(c2nnnn2C(C)(C)C)N2CCc3ccccc3C2)cc1 (stereo not given)	i	i	-4%	i	2%	-1%	3%	i	i	10%	3%
CCOc1ccc(-n2nc(C(=O)N3CCOCC3)c3ccccc3c2=O)cc1	2.5e-08M*	i	-9%	i	0%	1%	-2%	i	2e-08M*	-2%	10%
CCOC(=O)C1=C(C)NC(=O)C1(NC(=O)c1cccnc1)C(F)(F)F (stereo not given)	i	i	6%	i	0%	0%	0%	?	i	-1%	-11%
COc1ccc(-c2cc(C(F)(F)F)nc(SCC(=O)N3CC(C)OC(C)C3)n2)cc1OC (stereo not given)	1.9e-07M*	i	-2%	?	3%	2%	-1%	i	2.1e-07M*	0%	-20%
CCc1ccc(NC(=O)CN(c2ccc3c(c2)OCO3)S(=O)(=O)c2c(C)noc2C)cc1	/	/	446%	/	-2%	-2%	2%	/	/	13%	-23%
Cc1cc2c(=O)n(CC(=O)NCC(=O)N3CCN(Cc4ccccc4)CC3)cnc2s1	2.5e-08M*	i	18%	i	2%	1%	1%	i	2.8e-08M*	-4%[2.29 µM]	0%
CCn1c(C(=O)OC)cc2c1ccn2-c1ccc(F)cc1	i	i	-2%	i	2%[0.00368 µM]	-1%	?	?	i	?	7%
Cc1ccsc1C(=O)Nc1ccc(C(=O)O)cc1	i	i	-7%	i	-1%	-2%	-19%	i	i	5%	-13%
Cc1ccc(S(=O)(=O)N2CCN(C(=O)N3CCOCC3)C2C(C)C)cc1 (stereo not given)	i	i	2%	i	-1%	1%	1%	i	i	8%	3%
O=C(Nc1ccc(NC(=O)C2CCCN2C(=O)OCc2ccccc2)cc1)c1ccco1 (stereo not given)	i	i	5%	i	0%	1%	4%	i	i	6%	-22%
O=C(CN(c1ccc(F)cc1)S(=O)(=O)c1ccc2c(c1)OCCO2)Nc1cccnc1	i	i	6%	i	1%	1%	1%	i	i	-2%	0%
COc1ccc(-n2c(=O)cnc3cnc(N4CCN(C)CC4)nc32)cc1	i	i	-3%	i	-5%	-4%	0%[11.4 µM]	i	i	6%	-9%
CC(C)C1CC(=O)NC(SCC(=O)Nc2ccc(Br)cc2)=C1C#N (stereo not given)	i	i	34%	i	-1%	-3%	-2%	?	i	-2%	-14%
O=C(c1cnccn1)N1CCC2(CC1)CN(c1cccc(-c3ccccc3)c1)C2	i	i	-21%	i	-2%	-3%	-2%[11.4 µM]	i	i	13%	-21%
O=C(CSc1ccccc1)Nc1ccccc1N1CCOCC1	i	i	8%	i	-1%	0%	0%	i	i	30%	3%
Cc1nc2c(c(=O)n1CC1CCCO1)c1nc3ccccc3nc1n2CCC(C)C (stereo not given)	5.1e-08M*	i	/	i	/	/	3%[25.5 µM]	?	5.5e-08M*	/	/
Cn1c(=O)[nH]c(=O)c2c1nc(NCCCO)n2CCCc1ccccc1	i	i	-25%	i	-4%	0%	1%	i	i	7%	-7%
CC1(C)CC(=O)C(C(c2cccc(O)c2O)C2C(=O)CC(C)(C)CC2=O)C(=O)C1	i	i	2%[11.4 µM]	i	-1%[11.5 µM]	5%[11.5 µM]	1%[11.4 µM]	i	i	-5%[11.4 µM]	5%[11.5 µM]
CC(=O)NCCOc1cccc(OCCNC(C)=O)c1	?	i	-6%	?	4%	-11%	2%	?	i	7%	-4%
CNc1ncnc2ccc(-c3ccccc3C)cc12	i	i	-9%	i	-1%	-14%	2%[2.29 µM]	i	i	2µM*	-29%
CCOC(=O)CCCCC(=O)c1[nH]c(=O)[nH]c1Cn1cnc2ccccc21	i	i	4%	i	-1%	0%	0%	i	i	-3%	-21%
Cc1nn(CCCC(=O)N2CCc3ccccc3C2)c(=O)c2cc3sccc3n12	/	/	33%	/	-4%	1%	4%	/	/	23%	-8%
Cc1nc(SC2CC(=O)N(c3ccccc3)C2=O)nc2c1CCCC2 (stereo not given)	i	i	19%	i	-1%	-2%	1%	?	i	6%	-15%
C=C1CC[C@@H](O)C/C1=C/C=C1\CCC[C@]2(C)[C@@H]1CC[C@H]2[C@@H](C)/C=C\[C@@H](C)C(C)C	i	i	11%	i	/	/	2%[11.4 µM]	i	i	3%	/
O=C(c1cccc2ccccc12)N1CCC(N2CCN(c3ccccc3)CC2)CC1	i	i	/	i	/	/	-1%[25.5 µM]	?	i	/	/
CC(C)NC(=O)N1CCCC2(CCN(C(=O)c3ccncc3)CC2)C1	i	i	3%	i	0%	1%	1%[11.4 µM]	i	i	17%	8%
O=C1C2CCCN2C(c2ccc(F)c(F)c2)N1c1cccc(Cl)c1 (stereo not given)	/	/	-18%	/	-3%	-1%	1%	/	/	14%	-13%
COCCN(CCOC)S(=O)(=O)c1ccc(C(=O)NC2CCN(Cc3ccccc3)CC2)cc1	i	i	5%	i	-1%	2%	4%	?	i	16%	-9%
CCOc1ccccc1C(=O)N(Cc1ccco1)C1CCS(=O)(=O)C1 (stereo not given)	i	i	-7%	i	-1%	0%	2%	i	i	1%	-6%

High-throughput results: PubChem BioAssay, National Center for Advancing Translational Sciences (NCATS)

Only part of the results is shown (hit frequency here may not be typical).
